# JMJD2A Tudor: qHTS Assay for Inhibitors of JMJD2A-Tudor Domain. AlphaScreen JMJD2A-Tudor / H3K4me3 peptide binding. 4.4% of 390,000 active. Potency, µM (series often up to 114 µM), inactives show at the top dose activity change, negative = inhibition, usual class: inhibitors. Lysine-specific demethylase 4A (Homo sapiens), O75164; note: potency is the fitted concentration of half-maximal effect; % is set by controls: 0 for no effect and ±100 for the full control effect; nearly all actives have a fitted effect of over 50% in size
# ALOX12 inh: Primary qHTS assay for inhibitors of human arachidonate 12S-lipoxygenase (ALOX12): Round 2; 1.1% of 580,000 active; purified 12hLO, xylenol orange hydroperoxide absorbance; Potency, µM (titrated, usually from 108 µM), inactives show at the highest dose activity change, negative = inhibition, most hits filed as inhibitors; Polyunsaturated fatty acid lipoxygenase ALOX12 (Homo sapiens), P18054; note: potency is the fitted concentration of half-maximal effect; % is set by controls: 0 for no effect and ±100 for the full control effect
#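 Purified human 12hLO (150 nM final) in 25 mM Hepes, 0.01% Triton X-100, pH 7.0 was preincubated 15 min at room temperature with compound. Then 40 uM arachidonic acid was added, 30 min. Hydroperoxide was read by Fe-XO absorbance ratio 573/405 nm.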
# HP1b binding inh: HTS for Inhibitors of HP1-beta Chromodomain Interactions with Methylated Histone Tails | AlphaScreen HP1-beta / biotin-H3K9me3 peptide binding | AID 540317, 2011 | 0.56% of 390,000 active | Potency, µM (top dose mostly 114 µM), without a hit: at the highest dose activity change, negative = inhibition, most hits filed as inhibitors; note: potency is the fitted concentration of half-maximal effect; nearly all actives have a fitted effect of over 70% in size; inactives centre near 23
# Target sequence (P83916 whole entry, looked up): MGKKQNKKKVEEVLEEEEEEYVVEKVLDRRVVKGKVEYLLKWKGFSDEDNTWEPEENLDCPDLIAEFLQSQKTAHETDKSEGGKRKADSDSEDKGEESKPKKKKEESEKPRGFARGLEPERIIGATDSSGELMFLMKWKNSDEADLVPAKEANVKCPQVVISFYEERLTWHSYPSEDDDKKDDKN
#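 AlphaScreen: HP1-beta (50 nM) preformed 30 min with biotin-H3(1-18)K9me3 peptide (50 nM) in PBS pH 7.4, 0.01% Tween-20. Compound added for 30 min at RT, then streptavidin donor/nickel chelate acceptor beads (10 ug/mL) for 30 min.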
# RGS4 inhibitor: Inhibitors of Regulator of G Protein Signaling (RGS) 4: qHTS; 0.039% of 390,000 active; Potency, µM (top dose mostly 114 µM), for the others: top-dose activity change, negative = inhibition, most hits filed as inhibitors; Regulator of G-protein signaling 4 (Homo sapiens), P49798; Transcreener GDP fluorescence polarization, RGS4-accelerated GTP hydrolysis; note: potency is the fitted concentration of half-maximal effect; % is set by controls: 0 for no effect and ±100 for the full control effect; nearly all actives have a fitted effect of over 75% in size; some results filed as inactive show a strong effect at the top dose
#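 MLSMR compounds (23 nl, pin-transferred) preincubated 10 min at room temperature with a 500nM (2x) first reagent, then RGS4 at 900nM (2x) plus Transcreener GDP mix added; fluorescence polarization (620/688 nm) read before and after 90 min at 30 °C.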
# GLS inhibitor: qHTS for Inhibitors of Glutaminase (GLS); Glutaminase kidney isoform, mitochondrial (Homo sapiens), O94925; GLS enzymatic activity, qHTS titration; Potency, µM (highest dose often 45.5 µM), without a hit: at the top dose activity change, negative = inhibition, actives largely listed as inhibitors; 0.21% of 410,000 active; note: potency is the fitted concentration of half-maximal effect; % is set by controls: 0 for no effect and ±100 for the full control effect
#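 hKGA in 45 mM KH2PO4 pH 8.2, 0.02% Tween-20 with pin-transferred compounds; 1 mM L-glutamine (stock) plus glutamate oxidase/HRP/Amplex Red coupling added. Fluorescence read initially and after 30 min at RT.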
# ERG Ets-DNA blk: qHTS for Small Molecule Inhibitors of the ERG Ets/DNA interaction. 0.028% of 370,000 active. fluorescence polarization, His-ERG Ets domain / labelled DNA. Potency, µM (doses to about 76.9 µM), inactives show at the top dose FP activity, negative = inhibition, most hits filed as inhibitors. Transcriptional regulator ERG (Homo sapiens), P11308. AID 624246, 2012; active = well fitted inhibition curve with a large enough effect in the polarisation, with a control signal flat; inconclusive = small, poorly fitted or top-dose-only effect, or effect the other way, or a change in a side signal; inactive = no such curve, though single readings can be large or run the other way; the % refers to the polarisation;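 note: polarization taken with two DNA probes labelled with fluorescein and Texas red; potency is the fitted concentration of half-maximal effect; % of control where 0% means no effect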
#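 His-tagged ERG Ets domain (1 uM in the protein solution; 300mM KCl, 50mM Tris-HCl, 1mM EDTA, 1mM DTT, pH 7.5) received compound, then a probe mix of 5 nM fluorescein-DNA and 100nM Texas-615-DNA. Fluorescence polarization was read for both dyes.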
# G9a block: qHTS Assay for Inhibitors of Histone Lysine Methyltransferase G9a; Potency, µM (doses to about 102 µM), inactives show at the top dose activity, negative = inhibition, most hits filed as inhibitors; G9a H3K9 monomethylation, AlphaScreen, 2 h; 8.8% of 350,000 active; AID 504332, 2011; note: potency is the fitted concentration of half-maximal effect; % is set by controls: 0 for no effect and ±100 for the full control effect; nearly all actives have a fitted effect of over 75% in size
# Target sequence (Q96KQ7 913-1193 limits assumed): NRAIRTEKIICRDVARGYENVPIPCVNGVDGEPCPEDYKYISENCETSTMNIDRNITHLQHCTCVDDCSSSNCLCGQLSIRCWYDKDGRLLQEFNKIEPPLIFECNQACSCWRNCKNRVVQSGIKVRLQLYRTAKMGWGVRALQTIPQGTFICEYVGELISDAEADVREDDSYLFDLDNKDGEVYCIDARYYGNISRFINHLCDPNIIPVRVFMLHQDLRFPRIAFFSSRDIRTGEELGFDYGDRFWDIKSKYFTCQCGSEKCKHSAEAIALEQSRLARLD
#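 Compounds were preincubated with 20 nM G9a for 15 min, after which biotinylated H3K9 peptide (500 nM) and SAM (20 uM) started a 2 h room-temperature reaction. Monomethylated product was quantified by antibody-based AlphaScreen chemiluminescence.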
# BAZ2B block: qHTS Assay for Inhibitors of BAZ2B. AlphaScreen BAZ2B-H3K14Ac peptide displacement. Potency, µM (top dose mostly 114 µM), without a hit: top-dose activity change, negative = inhibition, hits mostly inhibitors. 4.4% of 360,000 active. AID 504333, 2011; note: potency is the fitted concentration of half-maximal effect; % is set by controls: 0 for no effect and ±100 for the full control effect; nearly all actives have a fitted effect of over 60% in size
#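 In this displacement format the biotinylated H3(5-23) peptide acetylated at Lys14 serves as ligand at 50 nM, with BAZ2B at 50 nM in PBS pH 7.4 containing 0.01% Tween-20. Donor and acceptor beads are 10 ug/mL final.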
# PI4K2A inh: qHTS for small molecular inhibitors of PI4K2A; 0.13% of 420,000 active; Phosphatidylinositol 4-kinase type 2-alpha (Homo sapiens), Q9BTU6; activity change, negative = inhibition, % at 76.9 µM; purified PI4K2A, ADP-Glo luminescence, 1 h; stronger effect = lower value; in the data active = activity change below about -50%; inconclusive = mostly about -30% to -49%;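 note: -100% = wells without enzyme as full effect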
# Target sequence (Q9BTU6 whole entry, looked up): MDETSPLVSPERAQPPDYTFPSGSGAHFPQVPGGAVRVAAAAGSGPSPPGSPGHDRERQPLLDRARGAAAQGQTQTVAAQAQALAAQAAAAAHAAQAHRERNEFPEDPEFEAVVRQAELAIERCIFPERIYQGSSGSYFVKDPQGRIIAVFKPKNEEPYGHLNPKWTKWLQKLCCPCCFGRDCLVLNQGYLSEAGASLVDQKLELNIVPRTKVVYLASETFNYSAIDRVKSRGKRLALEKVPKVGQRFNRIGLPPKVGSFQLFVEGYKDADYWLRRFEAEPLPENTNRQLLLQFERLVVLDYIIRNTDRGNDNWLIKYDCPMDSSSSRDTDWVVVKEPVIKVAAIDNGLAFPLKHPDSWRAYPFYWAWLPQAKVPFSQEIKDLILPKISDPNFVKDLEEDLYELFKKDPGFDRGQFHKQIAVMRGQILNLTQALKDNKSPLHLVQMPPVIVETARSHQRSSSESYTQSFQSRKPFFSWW
#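 Compounds are screened against recombinant PI4K2A using PI as substrate and ATP, the latter dispensed at 300 microM. Reactions run one hour at ambient temperature before ADP-Glo detection; full inhibition defined by wells lacking enzyme.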
# * marks the source's active call; other numbers are inactive results; ? = inconclusive; nt = not tested or not shown; [ ] = dose if it differs, or a comment. Unless noted, calls come from the whole dose curve; as a rule, active = well fitted curve in the direction sought with a large enough effect; inconclusive = small, poorly fitted or top-dose-only effect, or another doubt; inactive = no such curve, though single readings can be large; an effect the other way counts as inactive or inconclusive.
(1) COC(=O)[C@]1(C)N[C@H](CN(C)C(=O)Nc2ccc(C(F)(F)F)cc2)[C@@H]2C(=O)N(C)C(=O)[C@@H]21
(2) CCOC(=O)c1c(NC(=O)COC(=O)CNC(=O)c2ccco2)sc(C)c1C
(3) Cc1ccc(Oc2ncccc2N)c2c1CCC2
(4) O=C(OCCOc1ccccc1)c1n[nH]c2ccccc12
(5) CC(C)(C)N(Cc1ccccc1)C(=O)CN1C(=O)NC2(CCCCCC2)C1=O
(6) Cc1ccc(C(=O)OCC(=O)NC(=O)c2ccc(C(C)(C)C)cc2)c(O)c1
(7) NC(=O)c1cc(S(=O)(=O)N2CCc3ccccc3C2)cs1
(8) Cc1c(NC(=O)COC(=O)c2ccc(Cl)nc2)c(=O)n(-c2ccccc2)n1C

assay / entry	1	2	3	4	5	6	7	8
ALOX12 inh	-30%	36%[activator]	0%	-1%	-16%	-3%	0%	-4%
G9a block	nt	-5%[59 µM]	nt	1%	22%[59 µM]	14%[0.501 µM]	-4%	nt
JMJD2A Tudor	-4%	40µM*	-23%	11%	-16%	-20%	?	-13%
BAZ2B block	nt	?	?	1%	8%	-5%	-24%	nt
HP1b binding inh	30%	-16%	-6%	14%	14%	16%	23%	0%
GLS inhibitor	2%	?	11%	-5%	1%	4%	-21%	-14%
RGS4 inhibitor	4%	?	8%	-6%	-7%	-13%	-48%[56.9 µM]	13%
PI4K2A inh	-5	-10	3	3	-2	2	6	-7
ERG Ets-DNA blk	1%	4%	13%	-3%	3%	17%	0%	1%

# Compounds 1 through 2 of the list above:
(1) COC(=O)[C@]1(C)N[C@H](CN(C)C(=O)Nc2ccc(C(F)(F)F)cc2)[C@@H]2C(=O)N(C)C(=O)[C@@H]21
(2) CCOC(=O)c1c(NC(=O)COC(=O)CNC(=O)c2ccco2)sc(C)c1C

assay / entry	1	2
ALOX12 inh	-30%	36%[activator]
G9a block	nt	-5%[59 µM]
JMJD2A Tudor	-4%	40µM*
BAZ2B block	nt	?
HP1b binding inh	30%	-16%
GLS inhibitor	2%	?
RGS4 inhibitor	4%	?
PI4K2A inh	-5	-10
ERG Ets-DNA blk	1%	4%

# (more compounds)
(9) COc1ccc2nc(NC(=O)c3nc(S(=O)(=O)Cc4ccccc4F)ncc3Cl)sc2c1
(10) COc1ccc(/C=C(\NC(=O)c2cccs2)C(=O)NCc2ccco2)cc1OC
(11) COCCNC(=O)CN(C(=O)CCC(=O)Nc1ccccn1)c1ccc(C)c(C)c1
(12) OC(CNC1CCCC1)COc1ccccc1Br (stereo unspecified)
(13) COc1ccc(OC)c(CCNC(=O)CCc2nnc3ccc(N4CCOCC4)nn23)c1
(14) O=C(CCc1ccccc1)N1CCN(C(=O)CCc2ccccc2)CC1
(15) CN1CCC(C(=O)N2CCCC(C(=O)c3ccc4c5c(cccc35)CC4)C2)CC1 (stereo unspecified)
(16) CCN(CC)S(=O)(=O)c1ccc2c(c1)nc(CN(C)C(=O)Nc1ccc(F)cc1)n2C

assay / entry	9	10	11	12	13	14	15	16
ALOX12 inh	-1%	?	-8%	?	3%	1%	-7%	-1%
G9a block	-37%[59 µM]	nt	nt	nt	11%	nt	-38%	?
JMJD2A Tudor	?	-5%	-8%	-14%	?	0%	-19%	-4%
BAZ2B block	?	-16%	28%	8%	-37%	nt	-8%	-5%
HP1b binding inh	29%	7%	22%	31%[activator]	4%	0%	13%	35%
GLS inhibitor	7%	-12%	-11%	2%	3%	-5%	9%	-29%
RGS4 inhibitor	-49%	-16%	-13%	21%	-40%[56.9 µM]	-3%	-29%	-12%
PI4K2A inh	-20	-1	7	-3	-6	-2	2	-19
ERG Ets-DNA blk	-15%	-1%	-7%	-8%	-7%	4%	2%	11%

(17) Nn1c(Cc2cccc3ccccc23)nnc1SCc1c(Cl)cccc1Cl
(18) Brc1ccc(-n2cccc2/C=N/n2cnnc2)cc1
(19) O=C(c1cccc(NS(=O)(=O)c2ccc(Br)cc2)c1)N1CCN(c2ccccc2O)CC1
(20) Cc1nc2nc(C)c(CCC(=O)NCCc3ccccc3)c(C)n2n1

assay / entry	17	18	19	20
ALOX12 inh	-15%	0%	?	-18%
G9a block	?	-5%[59 µM]	50µM*	-2%[59 µM]
JMJD2A Tudor	-23%	-29%	-33%	-17%
BAZ2B block	-37%	3%	-28%	-5%
HP1b binding inh	12%	0%	6%	16%
GLS inhibitor	8%	10%	21%	-3%
RGS4 inhibitor	-14%	-2%	?	4%
PI4K2A inh	-5	-4	-2	0
ERG Ets-DNA blk	4%	15%	11%	11%

# 12 compounds already listed, sorted by formula weight, low to high:
(18) Brc1ccc(-n2cccc2/C=N/n2cnnc2)cc1
(20) Cc1nc2nc(C)c(CCC(=O)NCCc3ccccc3)c(C)n2n1
(14) O=C(CCc1ccccc1)N1CCN(C(=O)CCc2ccccc2)CC1
(5) CC(C)(C)N(Cc1ccccc1)C(=O)CN1C(=O)NC2(CCCCCC2)C1=O
(8) Cc1c(NC(=O)COC(=O)c2ccc(Cl)nc2)c(=O)n(-c2ccccc2)n1C
(2) CCOC(=O)c1c(NC(=O)COC(=O)CNC(=O)c2ccco2)sc(C)c1C
(10) COc1ccc(/C=C(\NC(=O)c2cccs2)C(=O)NCc2ccco2)cc1OC
(17) Nn1c(Cc2cccc3ccccc23)nnc1SCc1c(Cl)cccc1Cl
(16) CCN(CC)S(=O)(=O)c1ccc2c(c1)nc(CN(C)C(=O)Nc1ccc(F)cc1)n2C
(1) COC(=O)[C@]1(C)N[C@H](CN(C)C(=O)Nc2ccc(C(F)(F)F)cc2)[C@@H]2C(=O)N(C)C(=O)[C@@H]21

assay / entry	18	20	14	5	8	2	10	17	16	1
ALOX12 inh	0%	-18%	1%	-16%	-4%	36%[activator]	?	-15%	-1%	-30%
G9a block	-5%[59 µM]	-2%[59 µM]	nt	22%[59 µM]	nt	-5%[59 µM]	nt	?	?	nt
JMJD2A Tudor	-29%	-17%	0%	-16%	-13%	40µM*	-5%	-23%	-4%	-4%
BAZ2B block	3%	-5%	nt	8%	nt	?	-16%	-37%	-5%	nt
HP1b binding inh	0%	16%	0%	14%	0%	-16%	7%	12%	35%	30%
GLS inhibitor	10%	-3%	-5%	1%	-14%	?	-12%	8%	-29%	2%
RGS4 inhibitor	-2%	4%	-3%	-7%	13%	?	-16%	-14%	-12%	4%
PI4K2A inh	-4	0	-2	-2	-7	-10	-1	-5	-19	-5
ERG Ets-DNA blk	15%	11%	4%	3%	1%	4%	-1%	4%	11%	1%

(9) COc1ccc2nc(NC(=O)c3nc(S(=O)(=O)Cc4ccccc4F)ncc3Cl)sc2c1
(19) O=C(c1cccc(NS(=O)(=O)c2ccc(Br)cc2)c1)N1CCN(c2ccccc2O)CC1

assay / entry	9	19
ALOX12 inh	-1%	?
G9a block	-37%[59 µM]	50µM*
JMJD2A Tudor	?	-33%
BAZ2B block	?	-28%
HP1b binding inh	29%	6%
GLS inhibitor	7%	21%
RGS4 inhibitor	-49%	?
PI4K2A inh	-20	-2
ERG Ets-DNA blk	-15%	11%

# High-throughput results deposited in PubChem BioAssay by National Center for Advancing Translational Sciences (NCATS).

# Not all compounds are listed (hit frequency here may not be typical).
